# Screening results (PubChem BioAssay)
# Apaf1 inhib: inhibitors of human Apaf-1 apoptosome, primary screen, biochemical, DEVD-Rh110 fluorescence, uHTS. reconstituted apoptosome caspase-3 activity. inhibition, % at 20 µM. 0.71% of 330,000 active; active = inhibition of at least 40% at 20 µM;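 note: plate controls were DMSO wells for no effect and DEVD-CHO caspase inhibitor wells for full effect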
#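 Material: reconstituted apoptosome with Apaf-1, cytochrome c, caspase-9, procaspase-3, dATP / Buffer or medium: pH 7.5 Hepes buffer with CHAPS, BSA, DTT / Also added: cytochrome c with DEVD-Rh110 / Schedule: compound with Apaf-1, dATP, procaspase-3 30 min, then 50 min reaction, room temperature / Technique: rhodamine 110 fluorescence at Ex 480/Em 540 nm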
# 697 NFkB inh: inhibitors of PMA/ionomycin-induced NF-kB reporter, 697 cells, primary screen, B-cell NF-kB inhibitor project, cell-based, luminescence, uHTS. 697 B-cell NF-kB luciferase reporter, 16 h. inhibition, % at 4 µM. 0.33% of 330,000 active. AID 435022, 2010; in the data active = inhibition above about 35%
# UBC13 inh: UBC13 polyubiquitin chain formation inhibitors, primary screen, biochemical, TR-FRET, uHTS; 0.47% of 330,000 active; inhibition, % at 20 µM; in the data active = inhibition above about 45%, passing the limit was not always enough
# HKDC1 inh: HKDC1 hexokinase inhibitors, primary screen, biochemical, fluorescence, uHTS. 0.16% of 340,000 active. inhibition, % at 20 µM. Q2TB90. recombinant HKDC1, G6PDH/diaphorase resazurin coupled fluorescence;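 active = inhibition above about 35% when tested at 20 µM, limit read from the data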;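 note: plate controls were DMSO wells with enzyme for no effect and DMSO wells lacking enzyme for full effect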
#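 Assay system: in-house recombinant HK5 (HKDC1) enzyme. Input: HKDC1 at 5 µg/mL. Medium: Tris pH 8.0 buffer with MgCl2, Tween-20, BSA, BME. Dosing: single 20 µM dose. Schedule: 90 min reaction incubation at room temperature, dark. Signal: resazurin-to-resorufin fluorescence via G6PDH and diaphorase coupling, 525/613 nm. Controls: DMSO-enzyme wells negative, buffer-substituted wells positive.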
# Gli-Sufu antag: Gli-Sufu pathway antagonists, primary screen, luciferase luminescence, Sufu-KO-LIGHT cells, uHTS | Sufu-KO-LIGHT fibroblasts, Gli luciferase reporter luminescence | inhibition, % at 5 µM | 0.74% of 340,000 active;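 active = inhibition above about 55%, limit read from the data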;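 note: 0% = DMSO-treated cells and 100% = wells with medium but no cells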
# SENP8 inh: SENP8 protease inhibitors, primary screen, biochemical, luminescence; Sentrin-specific protease 8 (Homo sapiens), Q96LD8; purified SENP8, Z-RLRGG-aminoluciferin cleavage; inhibition, % at 10 µM; 1.2% of 330,000 active; AID 2540, 2010
# Jurkat NFkB inh: inhibitors of induced NF-kB luciferase reporter, primary screen, TCR NF-kB activation inhibitor project, cell-based, luminescence, uHTS; inhibition, % at 4 µM; AID 435003, 2010; 0.53% of 330,000 active; Jurkat, PMA/ionomycin-induced NF-kB luciferase reporter
# SENP7 block: SENP7 protease inhibitors, primary screen, biochemical, luminescence, uHTS | Sentrin-specific protease 7 (Homo sapiens), Q9BQF6 | recombinant SENP7, Z-RLRGG-aminoluciferin luminescence, 40 min | inhibition, % at 5 µM | 1.5% of 330,000 active | AID 434973, 2010;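 active = inhibition above about 50% at the single test dose, limit read from the data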;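 note: plate controls were DMSO with enzyme for no effect and no enzyme buffer wells for full effect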
# Starred values were filed as active, the others as inactive; nt = no result given. Cut-off read from the data, not from the text of the source, unless noted: active = inhibition above about 50%; inactive = the rest.
SMILES,Apaf1 inhib,697 NFkB inh,UBC13 inh,HKDC1 inh,Gli-Sufu antag,SENP8 inh,Jurkat NFkB inh,SENP7 block
COc1ccc(CN2C(=O)C(C)Nc3ncnc(N4CCOCC4)c32)cc1 (stereo not given),0,13,10,-3,-16,-3,-2,2
COCCNc1cc(NCCOC)c([N+](=O)[O-])cc1[N+](=O)[O-],-10,6,-14,-10,-7,-4,0,-12
CC1(C)CC(=O)C(C(c2cccc([N+](=O)[O-])c2)C2C(=O)CC(C)(C)CC2=O)C(=O)C1,3,5,7,-11,2,-3,-4,-2
CCN(CC)c1ccc(NC(=O)C2CCCN(S(=O)(=O)c3cccnc3)C2)c(C)c1 (stereo not given),12,0,5,-6,1,-10,-17,-16
CC(C)c1ccccc1-n1c(-c2cccnc2)n[nH]c1=S,-1,6,-3,2,4,-1,5,0
Cc1ccccc1NC(=O)c1[nH]cnc1C(=O)NN,8,-2,0,-2,1,-1,-48,1
Nc1c(S(=O)(=O)c2ccccc2)c2nc3ccccc3nc2n1/N=C/c1ccco1,3,21,-12,3,9,3,21,5
O=C1C2C(c3ccccc3)CC=CC2[C@H](c2ccoc2)N1Cc1ccccc1 (stereo not given in full),18,14,9,2,12,-1,13,-3
COc1ccc(CCNC(=O)CSc2ccc3nnc(CCNC(=O)c4ccccc4)n3n2)cc1OC,0,17,-1,-9,-7,1,1,3
CCNC(=O)NC(=O)CSc1ccc(S(=O)(=O)N(C)C2CCCCC2)cn1,-4,13,11,1,-5,-6,-7,6
COc1cc(NC(=O)/C=C/c2ccccc2)c(C(=O)O)cc1OC,-4,-16,-5,-2,2,1,-3,1
O=C(Cc1ccc(F)cc1)N[C@@H]1c2ccccc2CC[C@H]1OCc1ccccc1,23,11,nt,-4,6,nt,nt,-8
O=C(Nc1nnc(-c2cccnc2)o1)c1cccc(Cl)c1,-1,6,-18,0,nt,-6,3,1
C/C=C/c1ccc(OCCOc2ccc(C=O)cc2OC)c(OC)c1,13,-1,-22,8,-17,-13,4,-6
COc1cc(/C=C/C(=O)OCN2C(=O)c3ccccc3C2=O)ccc1OC(F)F,8,-11,-10,2,-6,-2,19,2
Cc1c(C(=O)OCC(C)C)[nH]c2c1C(=O)CC(c1cccs1)C2 (stereo not given),-1,-19,7,-3,37,-2,51*,0
COc1ccc(-c2nonc2NC(=O)c2oc3ccc(F)cc3c2C)cc1OC,7,-1,-5,1,1,-2,10,-1
Cn1c(SCC(=O)NCc2cccs2)nnc1-c1ccco1,-7,13,6,-3,20,-1,4,2
CCCNc1nc2c(c(=O)[nH]c(=O)n2C)n1Cc1ccc(F)cc1,4,1,4,11,3,1,1,-3
COc1nc(/C(N)=N/O)nc(N2CCCCC2)n1,-2,11,-7,-1,-4,-2,5,7
COc1ccccc1-n1cnc2c(c1=O)c1nc3ccccc3nc1n2CCc1ccccc1,16,12,21,-3,6,-1,14,3
CC(=O)Nc1cccc(NC(=O)Cc2nc(-c3ccccc3)sc2-c2ccc(C)cc2)c1,7,0,-6,-2,-5,2,-1,-1
Cc1c(C)n(CC(O)CN2CCCCC2)c2ccccc12 (stereo not given),-1,1,3,-3,13,-2,-9,9
O=C(O)CCN1C(=O)c2ccc(NC(=O)Cc3ccc(Cl)cc3)cc2C1=O,-3,-9,5,14,-8,-10,1,-6
CN(Cc1ccc(Cl)cc1Cl)C(=O)CNC(=O)c1ccco1,-2,12,0,1,-1,1,3,-4
c1ccc(-c2csc3ncn4cnnc4c23)cc1,-9,-15,5,-3,-6,1,16,4
O=C(COC(=O)c1ccc(NC(=O)C2CC=CCC2C(=O)O)cc1)c1ccccc1 (stereo not given),10,-10,-1,-1,6,2,-44,4
c1ccc(N=C(c2cccs2)N2CCOCC2)cc1,12,11,-1,0,-8,2,-1,7
Cn1cc(S(=O)(=O)NCc2ccco2)c(=O)n(C)c1=O,1,6,1,4,0,-1,-7,-3
O=C(COC(=O)c1ncc(Cl)c(Cl)c1Cl)NCc1ccccc1,5,15,5,-4,0,-4,-7,-1
Cc1cccc(OCC(=O)NCc2ccncc2)c1C,7,-2,7,0,36,-2,4,-6
CC(C)OC(=O)/C(=C\c1ccccc1)NC(=O)c1ccccc1,-5,-6,6,-12,-7,-5,0,3
Cc1cc(=O)[nH]c(SCC(=O)NCc2ccc3c(c2)OCO3)n1,-3,8,6,-5,3,5,5,-4
O=C(C1=C(O)C(=O)N(CC2CCCO2)C1c1ccccc1[N+](=O)[O-])c1ccco1 (stereo not given),3,20,-5,-3,-9,11,-6,9
NC(=O)Cn1cc(/C=N\NS(=O)(=O)c2cccc([N+](=O)[O-])c2)c2ccccc21,2,9,-3,-4,-5,-12,-13,13
S=C(NCCCN1CCOCC1)Nc1ccc(N2CCOCC2)cc1,-11,-10,-6,-11,-9,0,-7,1
Cc1ccc(S(=O)(=O)N(C)C)cc1NC(=O)/C=C/c1cccs1,-1,6,-3,13,5,5,11,5
Cc1ccc(OCCN(C)C)c([N+](=O)[O-])c1,-15,-4,6,-3,-2,-2,-5,-5
CCOC(=O)c1ccc(NC(=S)Nc2ccccc2N)cc1,1,-4,-12,nt,nt,-2,-15,-9
CCOC(=O)Cc1csc(N/N=C/c2cccc([N+](=O)[O-])c2)n1,-3,20,6,-9,-8,1,-3,-1

# Already shown: 5 of the compounds above.
SMILES,Apaf1 inhib,697 NFkB inh,UBC13 inh,HKDC1 inh,Gli-Sufu antag,SENP8 inh,Jurkat NFkB inh,SENP7 block
Cn1cc(S(=O)(=O)NCc2ccco2)c(=O)n(C)c1=O,1,6,1,4,0,-1,-7,-3
O=C(COC(=O)c1ncc(Cl)c(Cl)c1Cl)NCc1ccccc1,5,15,5,-4,0,-4,-7,-1
Cc1cccc(OCC(=O)NCc2ccncc2)c1C,7,-2,7,0,36,-2,4,-6
CC(C)OC(=O)/C(=C\c1ccccc1)NC(=O)c1ccccc1,-5,-6,6,-12,-7,-5,0,3
Cc1cc(=O)[nH]c(SCC(=O)NCc2ccc3c(c2)OCO3)n1,-3,8,6,-5,3,5,5,-4

# Jurkat NFkB inh: entries above that show a hit.
Structure | 697 NFkB inh | UBC13 inh | HKDC1 inh | Jurkat NFkB inh | SENP7 block
Cc1c(C(=O)OCC(C)C)[nH]c2c1C(=O)CC(c1cccs1)C2 (stereo not given) | -19 | 7 | -3 | 51* | 0

# (next part)
SMILES,Apaf1 inhib,697 NFkB inh,UBC13 inh,HKDC1 inh,Gli-Sufu antag,SENP8 inh,Jurkat NFkB inh,SENP7 block
COc1cccc(-c2noc(-c3cccnc3)n2)c1,4,-155,5,2,-32,58*,-90,79*
COc1ccc2nc(Cl)c(C#N)cc2c1,5,11,3,-1,-14,-1,-4,4
COc1ccc(NC(=O)c2cccc(OS(=O)(=O)N(C)C)c2)cc1,-3,-9,11,-6,-31,7,-113,24
CCOc1ccccc1CNn1nnnc1N,-2,-10,-6,-9,1,-13,-17,-3
CCOc1ccc(NC(=O)c2ccc(C#CC(C)(C)O)cc2)cc1,-28,0,1,-15,1,1,-5,5
CCOC(=O)C1CCCN(C(=O)c2cc(S(=O)(=O)N3CCCCC3)ccc2Cl)C1 (stereo not given),3,-1,0,-6,13,10,-10,1
CC(Oc1cccc2ccccc12)C(=O)N/N=C/c1cccnc1 (stereo not given),3,16,-2,2,0,-7,1,-21
N#Cc1ccc(-c2cccnc2)nc1SCc1ccc(Cl)cc1Cl,19,-33,10,0,9,-11,-18,-7
Cc1cc(C)n2nnnc2c1C#N,-1,20,3,-3,nt,0,-1,5
C=CCn1c(=O)c2c(C)c(C)sc2n2c(Nc3ccc(OC)cc3)nnc12,5,5,1,0,-7,0,-5,3
CCOc1ccc(OCC)c(S(=O)(=O)N2CCC(C)CC2)c1,4,9,0,12,0,1,-26,3
CCOC(=O)C(NC(=O)CC(C)C)(Nc1sc2c(c1C(N)=O)CCCC2)C(F)(F)F (stereo not given),12,3,-10,1,8,-11,-2,-6
CCOC(=O)c1cc(Br)c(=O)n2ccccc12,-9,5,0,0,17,-4,18,1
CCc1c(C)sc(NC(=O)c2cc(C(C)C)on2)c1C#N,-7,7,-5,2,-12,3,-3,0
Cc1c(C(C)(C)O)[nH]c2ccc(C#N)cc12,7,8,0,-5,13,-13,9,10
COc1ccc(C(OC(=O)c2ccco2)C(=O)NC(C)(C)C)cc1 (stereo not given),-7,6,11,-11,6,0,-2,8
O=C(NC(=S)Nc1ccc(Br)cc1)C1CCC1,12,-23,-7,-5,-27,-1,2,-8
CCOC(=O)Nc1ccc2c(c1)N(C(=O)CN1CCN3CCCC3C1)c1ccccc1CC2 (stereo not given),-2,-4,-2,-7,8,-14,-4,-1
CC1=C(C(=O)Nc2ccccc2F)C(c2cccs2)C2=C(CCCC2=O)N1 (stereo not given),-9,-20,-17,-7,0,-16,-16,4
O=C(N/C(=C/c1cccs1)C(=O)N1CCOCC1)c1cccs1,-14,-2,-1,12,2,-4,-10,-12
CCc1cccc(NC(=O)c2ccc3c(=O)n4c(nc3c2)CCCCC4)c1,9,1,-4,-4,-3,-7,-30,3
O=C(Cc1ccccc1F)Nc1ccc(S(=O)(=O)N2CCCCC2)cc1,13,4,-5,2,24,-6,10,-13
CCN(CC)c1ccc(NC(=S)NCC2CCCO2)cc1 (stereo not given),1,-24,3,3,2,-2,-5,0
COc1cc(CO)ccc1OCc1nnnn1-c1ccc(C)cc1,7,15,-6,-12,-9,3,11,16
CS(=O)(=O)N1CCN(C(=O)CCC2CCCC2)CC1,6,7,-6,-8,-25,-10,-9,-3
Cn1cc(CN2CCC(C(=O)Nc3ccc(Oc4ccccc4F)cc3)CC2)cn1,-3,-9,12,0,10,-6,17,-2
COCc1nnc(NC(=O)c2ccc(Cl)cc2[N+](=O)[O-])s1,-4,5,3,-9,-2,-3,-5,-5
Cc1ccc(/C=N/Nc2cc(C)nc(NCc3ccccc3)n2)cc1,5,1,34,0,7,-16,17,-6
COc1ccc(OC)c(/C=c2\sc3nc(-c4cccs4)nn3c2=O)c1,20,-14,-32,7,-15,0,-11,-2
COc1ccc(Nc2nc(N)nc(CSc3nccc(C)n3)n2)cc1,2,-4,5,2,-10,-5,-15,-3
Cc1c([N+](=O)[O-])cc(S(=O)(=O)Nc2ccncc2)cc1[N+](=O)[O-],-5,16,7,0,-1,0,6,2
CC(=O)c1cc2c(cc1NC(=O)CCn1cccc1)OCO2,6,13,2,-5,2,3,-5,-1
COc1ccccc1C(=O)N/C(=C\c1cn(S(=O)(=O)N(C)C)c2ccccc12)C(=O)NCCN1CCOCC1,-1,4,1,-3,-8,7,0,1
Fc1ccc(-c2csc(-c3ccc(C4SCCS4)cc3)n2)cc1F,-10,-42,6,-1,-13,2,-54,-3
CCCC(=O)Nc1ccc2oc(-c3cccnc3)nc2c1,9,-26,15,4,-22,-1,-55,-3
Cc1ccc(-c2ccc(C(=O)O)[nH]2)cc1,-8,-174,4,-6,1,-1,-17,14
O=C(Nc1ccccc1C(F)(F)F)N1CCCC(O)C1 (stereo not given),-9,8,3,-8,1,0,17,3
CSC1=C(C#N)C(C)CC(=O)N1 (stereo not given),1,15,-2,-6,-4,0,0,13
O=C(CSc1nc2ccccc2nc1N1CCCC1)Nc1ccc(Cl)cc1,3,-4,1,-4,18,-1,11,0
CCOc1ccc2nc(SCC#N)c(C#N)cc2c1,9,-32,9,-2,-40,2,-51,0

# Compounds were not picked by outcome; any-hit rate near 3.6%.
